# Tau fluor cs: Counterscreen qHTS for Inhibitors of Tau Fibril Formation, Fluorescence Polarization; tau K18 P301L Alexa594 fluorescence, heparin fibrillization; Potency, µM (top dose mostly 57.7 µM), inactives show top-dose activity change, negative = decrease; 280,000 tested, 0.93% active; further: nearly all actives have a fitted effect of over 55% in size
#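 Human tau K18 P301L (15 uM unlabeled, 0.24 uM Alexa 594-labeled) in 100 mM sodium acetate pH 7 with 20 uM heparin, 6 hr at 37 C. ThT 30 uM added, 1 hr ambient; Alexa 594 FP and total fluorescence read at 555/632 nm.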
# ALDH1A1 inh: qHTS Assay for Inhibitors of Aldehyde Dehydrogenase 1 (ALDH1A1); Purified ALDH1A1, NADH fluorescence, propionaldehyde substrate; Potency, µM (series often up to 75.3 µM), without a hit: at the top dose activity, negative = inhibition, actives largely listed as inhibitors; 220,000 tested, 7.3% active; AID 1030, 2008; active means well fitted inhibition curve with a large enough effect, not every such curve was filed as active; inconclusive means small, poorly fitted or top-dose-only effect, or another doubt; inactive means no such curve, though single readings can be large or run the other way;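 further: plate controls were no enzyme wells and a reference inhibitor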
# Target sequence (P00352 whole entry, looked up): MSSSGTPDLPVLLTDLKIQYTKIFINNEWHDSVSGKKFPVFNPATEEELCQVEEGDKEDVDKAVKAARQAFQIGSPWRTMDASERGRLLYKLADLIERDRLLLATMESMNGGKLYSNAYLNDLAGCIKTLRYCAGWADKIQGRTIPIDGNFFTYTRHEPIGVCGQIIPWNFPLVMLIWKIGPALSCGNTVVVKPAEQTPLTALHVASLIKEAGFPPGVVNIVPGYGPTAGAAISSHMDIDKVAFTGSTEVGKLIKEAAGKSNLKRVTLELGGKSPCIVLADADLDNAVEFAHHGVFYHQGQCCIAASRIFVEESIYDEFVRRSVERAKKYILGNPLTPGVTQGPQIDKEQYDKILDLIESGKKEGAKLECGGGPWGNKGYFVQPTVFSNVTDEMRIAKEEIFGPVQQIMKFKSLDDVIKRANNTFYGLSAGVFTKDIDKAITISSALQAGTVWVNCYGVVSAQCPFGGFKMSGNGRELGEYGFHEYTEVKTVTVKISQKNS
# Tau fibril ThT: qHTS for Inhibitors of Tau Fibril Formation, Thioflavin T Binding; Potency, µM (highest dose often 57.4 µM), without a hit: top-dose activity, negative = inhibition, actives largely listed as inhibitors; recombinant tau K18 P301L (four-repeat tau fragment), heparin-induced fibrillization, ThT fluorescence; 270,000 tested, 2.1% active; Microtubule-associated protein tau (Homo sapiens), P10636; further: nearly all actives have a fitted effect of over 55% in size
# Target sequence (P10636 561-689 P618L limits assumed): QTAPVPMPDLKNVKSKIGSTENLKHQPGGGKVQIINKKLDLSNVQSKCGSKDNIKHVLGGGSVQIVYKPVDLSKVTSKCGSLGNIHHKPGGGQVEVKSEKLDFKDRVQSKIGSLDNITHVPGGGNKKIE
#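 Recombinant human tau K18 fragment […] carrying P301L, 15 uM unlabeled plus 0.24 uM Alexa 594-labeled, was fibrillized with 20 uM heparin in 100 mM sodium acetate pH 7 for 6 hr at 37 C; 30 uM ThT fluorescence read after 1 hr.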
# TexasRed fluor: Total Fluorescence Counterscreen for Inhibitors of the Interaction of Thyroid Hormone Receptor and Steroid Receptor Coregulator 2; TRb/SRC2 Texas Red total fluorescence interference; Potency, µM (top dose mostly 106 µM), for the others: at the highest dose fluorescence change, negative = quenching; 280,000 tested, 0.29% active; active means well fitted curve in either direction with a large enough effect; inconclusive means small, poorly fitted or top-dose-only effect
#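 Human TRb ligand-binding domain at 0.6 uM with 20 nM Texas Red SRC2 peptide in Tris buffer containing 1 uM T3 and 5% DMSO, incubated with compound 5 h at ambient temperature. Total fluorescence (555/632 nm) calculated as parallel + 2 × perpendicular.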
# L3MBTL1 inh: qHTS Assay for the Inhibitors of L3MBTL1. AlphaScreen L3MBTL1–H3K9me1 peptide binding. 230,000 tested, 0.66% active. Lethal(3)malignant brain tumor-like protein 1 (Homo sapiens), Q9Y468. Potency, µM (titrated, usually from 57.1 µM), inactives show top-dose activity, negative = inhibition, actives largely listed as inhibitors. AID 485360, 2010; further: nearly all actives have a fitted effect of over 60% in size
#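 L3MBTL1 (50 nM) pre-complexed 30 min with biotinylated H3(1-15)K9me1 peptide (75 nM), then compounds added for 30 min at room temperature; AlphaScreen streptavidin donor/nickel chelate acceptor beads (10 ug/mL final) read after 30 min dark incubation.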
# TRb-SRC2 inh: qHTS for Inhibitors of the Interaction of Thyroid Hormone Receptor and Steroid Receptor Coregulator 2 | 280,000 tested, 0.065% active | TRbeta-SRC2 peptide binding, fluorescence polarization; receptor liganded with 1 µM T3 | Potency, µM (series often up to 106 µM), inactives show top-dose activity change, negative = inhibition, most hits filed as inhibitors;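 further: plate controls were bound peptide for no effect and peptide without receptor for full effect; nearly all actives have a fitted effect of over 50% in size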
#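 Fluorescence polarization of 20 nM Texas Red SRC2 peptide (20-aa NR interaction domain) bound to 0.6 uM human TRb ligand-binding domain, with 1 uM T3, after 5 hr at ambient temperature; inhibition seen as decreased polarization.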
# Tau fibril FP: qHTS for Inhibitors of Tau Fibril Formation, Fluorescence Polarization; Microtubule-associated protein tau (Homo sapiens), P10636; K18 P301L tau heparin fibrillization, Alexa594 FP, 6 h; Potency, µM (top dose mostly 57.7 µM), for the others: at the highest dose activity, negative = inhibition, usual class: inhibitors; 280,000 tested, 0.39% active; AID 1468, 2008; further: nearly all actives have a fitted effect of over 55% in size
#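 Steps: dispense K18 P301L tau (15 uM plus 0.24 uM Alexa 594 tracer, final) in pH 7 sodium acetate; add compound; add heparin (20 uM final); incubate 6 hr, 37 C; add ThT (30 uM final); after 1 hr ambient, read FP.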
# aGal spleen mod: qHTS Assay for Inhibitors and Activators of Human alpha-Galactosidase From Spleen Homogenate | Potency, µM (titrated, usually from 80 µM), without a hit: at the highest dose activity change, negative = inhibition, usual class: inhibitors | human spleen homogenate, 4MU-alpha-Gal fluorescence, 40 min | 240,000 tested, 0.008% active | AID 2107, 2009;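 further: 0% = enzyme with vehicle and -100% = no enzyme basal signal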
# Target sequence (P06280 32-429 limits assumed): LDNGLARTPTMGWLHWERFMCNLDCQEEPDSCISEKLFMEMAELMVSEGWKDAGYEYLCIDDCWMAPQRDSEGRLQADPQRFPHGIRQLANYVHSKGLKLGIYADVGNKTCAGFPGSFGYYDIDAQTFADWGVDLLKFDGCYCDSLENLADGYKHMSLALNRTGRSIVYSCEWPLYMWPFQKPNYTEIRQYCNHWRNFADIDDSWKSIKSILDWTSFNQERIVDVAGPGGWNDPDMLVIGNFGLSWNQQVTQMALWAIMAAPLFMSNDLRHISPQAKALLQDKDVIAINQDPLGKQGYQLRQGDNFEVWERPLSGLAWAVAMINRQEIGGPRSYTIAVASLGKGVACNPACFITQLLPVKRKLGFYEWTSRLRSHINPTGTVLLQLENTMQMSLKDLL
#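 Inhibition or activation of alpha-galactosidase in human spleen homogenate is scored by 4-MU fluorescence after 40 min at 37C, pH 5.0, with 1 mM substrate. AC50s come from concentration-response fitted to the Hill equation.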
# Starred values were filed as active, the others as inactive; ? = inconclusive; . = not tested or not shown; [ ] = another dose, or the depositor's remark. Unless noted, the call rests on the fitted dose curve; in most records, active means well fitted curve in the direction sought with a large enough effect; inconclusive means small, poorly fitted or top-dose-only effect, or another doubt; inactive means no such curve, though single readings can be large; an effect the other way counts as inactive or inconclusive. Unless noted, on the % scale 0 is the no-effect control and ±100 the full control effect; potency means the concentration at half of the fitted maximal effect.
SMILES,Tau fluor cs,ALDH1A1 inh,Tau fibril ThT,TexasRed fluor,L3MBTL1 inh,TRb-SRC2 inh,Tau fibril FP,aGal spleen mod
NC(=O)CSc1nnnn1CC(CC(=O)O)c1ccccc1 (stereo unspecified),3%,10%,5%,-1%,13%[11.4 µM],10%,5%,8%
CC(C)(CNS(=O)(=O)c1ccc(Cl)cc1)N1CCCCC1,-1%,2%,-9%,-1%,-5%,-3%,1%,2%
CCCSc1nnc(NC(=O)c2ccco2)s1,-7%,0%,-7%,-1%,.,-3%,2%,3%
O=Cc1cn(CCC(=O)O)nc1-c1cccc2ccccc12,5%,-4%,5%,5%,0%,9%,2%,4%
Cn1cc(C(=O)NC2CCCCCCC2)c(=O)c2cc(S(=O)(=O)N3CCCC3)ccc21,7%,?,9%,-2%,-10%[11.4 µM],3%,9%,5%
Cc1cc(-c2nc3ccccc3[nH]2)ccc1N,-10%,?,?,-6%,16%,-8%,11%,-5%
CCOC(=O)c1c(C)n(C)c2ccc(OC)c(NC(=O)CN3CCCCC3)c12,-7%,12%,-12%,0%,-9%,3%,2%,-5%
Brc1ccc(-c2nc(-c3ccccc3)no2)o1,-17%,-11%,?,0%,0%,4%,-9%,6%
Cc1nnc(SCc2nc3ccccc3nc2C)s1,-5%,-2%,-4%,1%,.,-3%,4%,6%
CCCCC(CC)C(=O)Nc1ccc(S(=O)(=O)Nc2nccs2)cc1 (stereo unspecified),5%,.,.,-3%,.,0%,-9%,-3%
CC(NS(=O)(=O)c1ccc(Br)cc1)C(c1cccs1)N1CCOCC1 (stereo unspecified),-13%,0%,-4%,-1%,-1%,0%,-1%,7%
CN1C(=O)/C(=C/c2cccc(Cl)c2)Sc2ccc(C(=O)NCc3cccnc3)cc21,?,?,-12%,-10%,.,-5%,?,11%
CCO[C@H]1OC(C(=O)N2CCN(C)CC2)=C[C@@H](c2coc3ccccc3c2=O)[C@@H]1CCCO,2%,12%,3%,0%,7%,0%,-2%,-10%
CCOc1nc(NCCN2CCOCC2)nc(Nc2ccc([N+](=O)[O-])cc2)n1,-12%,-2%,?,-4%,.,0%,1%,-8%
Cc1[nH]n2c(=O)cc(-c3ccccc3Cl)nc2c1-c1ccccc1,-15%,.,-14%,1%,.,5%,3%,.
Cc1ccc(C)c(NC(=O)CSc2nnc(-c3ccccc3)o2)c1,-13%,-1%,?,0%,?,1%,2%,2%
CC(C)=CCN1CCN(Cc2ccc(Oc3ncccn3)cc2)CC1CCO (stereo unspecified),5%,17%,-1%,-2%,0%,13%,3%,5%
CCOC(=O)c1ccccc1NC(=O)/C=C/C(=O)O,-10%,?,-7%,-1%,9%,2%,-5%,-1%
COc1cccc(N2CC(=O)N(NC(=O)c3sc4nc(C)cc(C)c4c3N)CC2=O)c1,-3%,?,-8%,-1%,12%,-3%,14%,11%
O=C(Oc1ccc(-c2cnc3ccccc3n2)cc1)c1ccc(Br)o1,?,?,?,-4%,.,-5%,-15%,-8%

# Brought forward from above: 2 entries; new compounds follow.
SMILES,Tau fluor cs,ALDH1A1 inh,Tau fibril ThT,TexasRed fluor,L3MBTL1 inh,TRb-SRC2 inh,Tau fibril FP,aGal spleen mod
COc1cccc(N2CC(=O)N(NC(=O)c3sc4nc(C)cc(C)c4c3N)CC2=O)c1,-3%,?,-8%,-1%,12%,-3%,14%,11%
O=C(Oc1ccc(-c2cnc3ccccc3n2)cc1)c1ccc(Br)o1,?,?,?,-4%,.,-5%,-15%,-8%
O=C(CN1CCOCC1)Nc1ncccn1,1%,1%,2%,4%,.,5%,2%,4%
COc1ccc(CCC(=O)NCc2ccc3c(c2)CCN3C(=O)c2cccc(C)c2)cc1,-15%,.,-16%,0%,.,-7%,6%,.
O=C(NC1CCCCCCC1)C1c2ccccc2C(=O)N1Cc1cccs1 (stereo unspecified),-13%,0%,-13%,2%,-8%,-3%,-4%,-3%
O=C1NC(NS(=O)(=O)c2ccc(Cl)cc2)(C(F)(F)F)C(=O)N1CCc1ccccc1 (stereo unspecified),9%,.,-2%,-2%,50%[activator],-5%,0%,-5%
CCCn1c2ccc(F)cc2c2nnc(NN)nc21,-8%,4.5µM*,?,0%,-9%,14%,-6%,4%
CCN(CC)C(=O)C1CCCN(Cc2ccc(N(C)C)cc2)C1 (stereo unspecified),3%,-10%,2%,-3%,-1%,0%,0%,4%
O=C(c1ccccc1)N1CCCCC1CCN1CCCCC1 (stereo unspecified),-10%,.,-8%,-2%,.,2%,-13%,.
CN(C)/C=C1\C(=O)N(C)N=C1C(F)(F)F,-2%,2%,-2%,-2%,?,8%,7%,-13%
COc1ccc(Br)cc1/C=C\C(=O)NCc1cccnc1,-15%,?,1%,0%,2%,-3%,-5%,6%
Cc1ccc(NC(=O)C2CCN(S(=O)(=O)c3ccccc3)CC2)cc1,-12%,?,-5%,2%,9%,-10%,2%,-2%

# Already shown: entries from further up.
SMILES,Tau fluor cs,ALDH1A1 inh,Tau fibril ThT,TexasRed fluor,L3MBTL1 inh,TRb-SRC2 inh,Tau fibril FP,aGal spleen mod
O=C(CN1CCOCC1)Nc1ncccn1,1%,1%,2%,4%,.,5%,2%,4%
COc1ccc(CCC(=O)NCc2ccc3c(c2)CCN3C(=O)c2cccc(C)c2)cc1,-15%,.,-16%,0%,.,-7%,6%,.
O=C(NC1CCCCCCC1)C1c2ccccc2C(=O)N1Cc1cccs1 (stereo unspecified),-13%,0%,-13%,2%,-8%,-3%,-4%,-3%

# (continued)
SMILES,Tau fluor cs,ALDH1A1 inh,Tau fibril ThT,TexasRed fluor,L3MBTL1 inh,TRb-SRC2 inh,Tau fibril FP,aGal spleen mod
CC(=O)Nc1ccc(S(=O)(=O)NNC(=O)c2cc3c4ccccc4n(C)c3s2)cc1,-21%,?,-12%,2%,-3%,-6%,-15%,-12%
COc1cc(SC)ccc1C(=O)Nc1ccc2c(c1)OCO2,-24%,-8%,?,-2%,-9%,-5%,2%,3%
CCCCNC(=O)Nc1nc(SCC(=O)OCC)n[nH]1,-1%,-5%,-2%,3%,12%,5%,-6%,7%
COc1ccc(-n2c(COc3cccc4ccccc34)nnc2SCC#N)cc1,-17%,-5%,-13%,-2%,-10%,-8%,-2%,1%
Nc1nc(Cl)nc2c1ncn2[C@@H]1O[C@H](COP(=O)(O)OP(=O)(O)OP(=O)(O)O)[C@H](O)[C@H]1O,0%,-5%,-5%,0%,.,2%,-3%,8%
Cc1oc(-c2ccc(Cl)cc2)nc1CN1CCC(C(=O)N2CCc3ccccc3C2)CC1,-4%,?,-16%,-2%,.,9%,4%,-2%
COc1cc(C2C(C(N)=O)=C(C)Nc3nc(CCCO)nn32)cc(OC)c1OC (stereo unspecified),-1%,3%,-12%,2%,.,0%,2%,7%
Cc1cc(Nc2ccccc2O)nc(C)n1,-5%,.,-4%,-18%,.,4%,3%,.
CCSc1ncc(Cl)c(C(=O)Nc2nnc(CC)s2)n1,-2%,.,4%,?,.,-7%,-8%,.
O=C(Cn1nnc(-c2ccc(CN3CCOCC3)cc2)n1)N(c1ccccc1)c1ccccc1,-5%,11µM*,-5%,-2%[53 µM],-13%,-4%[53 µM],6%,-19%
Cc1ccc(S(=O)(=O)c2c(Nc3cc(F)ccc3F)sc(C(=O)c3ccc(F)cc3)c2N)cc1,-18%,.,-2%,2%,.,-3%,?,.
Cc1cc(C(=O)N/N=C/c2ccc(-c3cccc(Br)c3)o2)n[nH]1,-10%,.,?,-2%,-21%,-6%,-10%,1%
C=CCNC(=O)C(C)N1C(=O)c2ccccc2C1=O (stereo unspecified),0%,2%,3%,1%,-7%[11.4 µM],-5%,0%,2%
COc1ccc(/C=C/C(=O)NC(C)(C)C)cc1S(=O)(=O)N1CCOCC1,-3%,-6%,-2%,-1%,-18%,-12%,1%,-7%
O=[N+]([O-])c1ccc(N2CCN(c3nc(-c4ccc(Cl)cc4)cs3)CC2)cc1,?,-8%,?,1%,.,10%,12%,-2%
O=C(NCc1ccccc1)c1ccc(CSc2ccccc2)o1,-6%,?,-8%,-7%,9%,1%,-1%,-7%
COc1ccc(NS(=O)(=O)c2cccc(C(=O)NNC(=O)NCCCl)c2)cc1,1%,?,4%,0%,-20%,-12%,3%,5%
COc1ccccc1C(=O)N/C(=C\c1cn(S(=O)(=O)N(C)C)c2ccccc12)C(=O)NCCCn1ccnc1,-3%,.,1%,-2%,.,-11%,4%,.
CCn1c(SCC(=O)N/N=C/C=C/c2ccccc2[N+](=O)[O-])nnc1-c1ccccc1,2%,7.9µM*,1%,1%,-11%,12%,-1%,4%
Cc1ccc(NC(=O)c2cc(-c3ccc(C)o3)nc3ccccc23)cc1,3%,?,-7%,-3%,-7%,-2%,?,1%
CC(/C=N/n1c(-c2ccncc2)n[nH]c1=S)=C\c1ccco1,-17%,.,.,-5%,.,4%,-1%,0%
CC(C)Oc1ccc(/C=N/NC(=O)C2CCCN2S(=O)(=O)c2ccc(Cl)cc2)cc1 (stereo unspecified),-15%,?,-13%,-1%,.,-3%,3%,3%
CC1=C(C(N)=O)C(c2ccccc2)n2nc(-c3cccc(C)c3)nc2N1 (stereo unspecified),-16%,4%,-15%,-3%,.,-2%,11%,1%
Cc1cc2c(cc1C)C(c1cccc([N+](=O)[O-])c1)CC(=O)N2 (stereo unspecified),-12%,-2%,-2%,0%,-10%,-3%,-2%,-1%
COC(=O)c1ccc(-c2n[nH]c(=O)c3ccccc23)cc1,1%,3%,-8%,1%,2%,-7%,3%,1%
O=C(COC(=O)CCSc1ccc(Cl)cc1)NCCc1ccccc1,-11%,0%,-4%,-1%,17%,1%,7%,1%
Cc1ccc(C)c(-n2c3nc(=O)[nH]c(=O)c-3cc3c(C)nn(-c4ccccc4)c32)c1,-6%,.,-7%,2%,.,-2%,1%,.

# Screening results deposited in PubChem BioAssay by National Center for Advancing Translational Sciences (NCATS).
